Screening data: PubChem, several laboratories
GalR3 antagonist: antagonists of human GalR3 | HEK293 GalR3-CNG cAMP membrane potential fluorescence; galR3 body fused to GalR1 C-terminus | inhibition, % at 3 µM | 0.44% of 360,000 active | AID 651719;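 active = inhibition above the screen-wide average plus 3 SD, cut at about 13% in these data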;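 also: forskolin and galanin both at EC90 stimulate the cells; cAMP rise reported by CNG channel membrane potential dye signal; 0% = forskolin plus galanin with DMSO and 100% = forskolin alone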
Target sequence (O60755 1-299 limits assumed): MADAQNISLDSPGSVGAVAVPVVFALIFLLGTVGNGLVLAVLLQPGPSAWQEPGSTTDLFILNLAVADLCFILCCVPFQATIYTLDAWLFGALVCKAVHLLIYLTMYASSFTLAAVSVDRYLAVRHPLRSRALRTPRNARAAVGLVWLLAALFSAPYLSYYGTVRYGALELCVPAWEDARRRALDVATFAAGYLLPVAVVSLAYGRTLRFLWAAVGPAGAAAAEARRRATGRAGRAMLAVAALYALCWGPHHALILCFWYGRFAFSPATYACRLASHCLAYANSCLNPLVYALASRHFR
NALP1 yeast inh: blocks the NALP1 inflammasome reconstituted in yeast; S. cerevisiae NALP1/ASC/caspase-1 growth, X-gal OD620, 72 h; inhibition, % at 10 µM; 0.61% of 280,000 active; AID 2071; in the data active = inhibition mostly above about 24%, no sharp cut-off; inactive = mostly below about 32%; also: some compounds called inactive have numbers as strong as hits
GPR7 antagonist: antagonists of human GPR7 (neuropeptides B/W receptor 1). P48145. GPR7-expressing cells, fluorescence antagonist assay. inhibition, % at 4.4 µM. 1.1% of 290,000 active; in the data active = inhibition above about 16%, passing the limit was not always enough;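 also: cells stimulated with the agonist NPW; 0% = agonist with vehicle and 100% = vehicle without agonist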
Target sequence (P48145 whole entry, looked up): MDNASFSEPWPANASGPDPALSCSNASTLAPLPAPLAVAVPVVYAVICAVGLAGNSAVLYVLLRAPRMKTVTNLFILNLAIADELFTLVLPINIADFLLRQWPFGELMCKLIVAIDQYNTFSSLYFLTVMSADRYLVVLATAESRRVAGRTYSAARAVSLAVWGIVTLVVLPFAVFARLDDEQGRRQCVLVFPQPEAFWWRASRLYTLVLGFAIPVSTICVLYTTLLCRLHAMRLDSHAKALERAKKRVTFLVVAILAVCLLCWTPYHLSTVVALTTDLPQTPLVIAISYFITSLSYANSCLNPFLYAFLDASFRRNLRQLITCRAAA
OXTR potentiator: human OXTR potentiation; activation, % at 3 µM; CHO-OTR cells, Fluo-8 calcium fluorescence, potentiator mode; 0% = oxytocin EC15, 100% = EC100; P30559; AID 2445; 0.061% of 320,000 active;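 active = activation above that plate's cutoff, the mean activation of tested compounds plus 3 SD, cut at about 6.6% in these data, passing the limit was not always enough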;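 also: 100% uses oxytocin at 75 nM as the full agonist control; some results filed as inactive read as strong as hits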
Target sequence (P30559 whole entry, looked up): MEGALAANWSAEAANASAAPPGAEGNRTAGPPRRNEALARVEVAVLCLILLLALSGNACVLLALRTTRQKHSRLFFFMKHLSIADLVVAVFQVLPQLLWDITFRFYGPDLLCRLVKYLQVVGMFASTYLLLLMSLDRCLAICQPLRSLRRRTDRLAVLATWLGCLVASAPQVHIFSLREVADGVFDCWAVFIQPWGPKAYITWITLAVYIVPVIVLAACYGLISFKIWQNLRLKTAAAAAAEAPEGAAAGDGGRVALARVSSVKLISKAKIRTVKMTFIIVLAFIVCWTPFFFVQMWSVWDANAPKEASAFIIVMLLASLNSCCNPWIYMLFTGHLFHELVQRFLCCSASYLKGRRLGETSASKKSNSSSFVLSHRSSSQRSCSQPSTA
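System: human OTR in CHO cells; Also added: sub-maximal oxytocin, roughly EC15; Timing: compound 6 min at room temperature before oxytocin, 100 s read; Technique: Fluo-8 intracellular calcium fluorescence, ex 470-495, em 515-575 nm; Controls: oxytocin EC15 low and EC100 high; Replication: singlicate.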
OXTR ag: human OXTR agonism; CHO-OTR cells, Fluo-8 calcium fluorescence; normalized: DMSO 0%, oxytocin 100%; activation, % at 3 µM; 0.32% of 320,000 active;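 active = activation above the mean of all tested compounds plus 3 SD, cutoff set per screening run, cut at about 20% in these data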;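 also: peak over basal fluorescence ratio from a 100 s FLIPR kinetic read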
MEKK2wt PB1 HTS: raises or lowers MEK5 binding to wildtype human MEKK2 PB1 domain | binding response (% of control), % at 10 µM | bead flow cytometry, Alexa488-MEK5 binding to MEKK2 WT; actives lie on both sides | 1.1% of 290,000 active; in the data active = binding response below about 67% or above about 130%
M18AAP inhibitor: PfM18AAP enzyme inhibition. recombinant PfM18AAP, H-Glu-NHMec fluorogenic cleavage. inhibition, % at 7.35 µM. 1.2% of 290,000 active. AID 1822;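 active = inhibition above the campaign mean inhibition over all tested compounds plus 3 SD, cut at about 28% in these data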;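 also: 0% = plate median of test compound wells and 100% = 2 mM ZnCl2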
MEKK2mut PB1 HTS: signal of MEK5 binding to mutant human MEKK2 PB1 domain. 0.35% of 290,000 active. percent response, % at 10 µM. bead flow cytometry, Alexa488-MEK5 binding to MEKK2 mutant; in the data active = percent response above about 24%, passing the limit was not always enough; also: inactives centre near 1; some results filed as inactive read as strong as hits
V1R ag counter: V1a receptor agonism, counter-screen for OXTR agonists | CHO-V1R cells, Fluo-8 calcium fluorescence, agonist mode; 0% DMSO, 100% 3 nM vasopressin | AID 2797 | 0.25% of 320,000 active | P37288 | activation, % at 3 µM;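 active = activation above the mean activation of all tested compounds plus 3 SD, per screening run, cut at about 20% in these data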;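 also: signal is peak over basal fluorescence ratio across a 100 second FLIPR read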
An asterisk follows results filed as active; · = no result given. No enrichment for hits. Share with any hit: about 4.1%.

SMILES	GalR3 antagonist	NALP1 yeast inh	GPR7 antagonist	OXTR potentiator	OXTR ag	MEKK2wt PB1 HTS	M18AAP inhibitor	MEKK2mut PB1 HTS	V1R ag counter
Cc1ccc(-n2cccn2)c(CN2CCC(CO)(CCc3ccccc3)CC2)c1	-7	11	21*	·	·	110	-7	3	·
COc1ccccc1CN1CCC(CNS(=O)(=O)c2cc(-c3onc(C)c3C)ccc2OC)CC1	-2	24	22	-10	1.7	111	5	1	3.6
Cc1ccccc1C(=O)NC1CCN(CC(=O)Nc2ccc(Br)cc2)CC1	-10	11	-1	-5	0.3	116	0	5	2.2
COc1ccc(C)cc1NC(=O)c1cc2cc3ccc(C)cc3nc2o1	·	8	4	·	·	109	-16	7	·
CCn1c(=N)n(CC(O)COc2ccc(C)cc2)c2ccccc21 (stereo unspecified)	-5	5	-4	-2	1.7	107	4	9	1.4
O=C(Nc1c(F)cccc1F)C(c1ccccc1)c1ccccc1	-8	·	·	-9	-1.8	·	·	·	1.5
CCC1CCCCN1C(=O)COC(=O)c1n[nH]c2ccccc12 (stereo unspecified)	0	14	-3	-5	1.6	99	4	-2	0.9
CN(CC(=O)Nc1c(Cl)cccc1Cl)C(=O)CNC(=O)c1ccc2ccccc2c1	-4	·	·	-8	0.3	·	·	·	1.0
COc1ccc(C2CC(=O)N(c3ccccc3)C3=C2C(=O)CCC3)cc1 (stereo unspecified)	-2	19	8	-5	-0.5	91	-2	-12	-0.2
Cc1cc(=O)n2nc(N3CCCC3C(=O)Nc3cccc(Cl)c3C)sc2n1 (stereo unspecified)	·	-4	6	-6	-0.6	129	-2	21	-1.2
Cc1ccc2c(c1)cc1c(=O)n(CC(=O)NCc3ccccn3)nc(C)n12	·	24	-8	-5	0.3	101	1	0	0.5
Brc1cccc(CNc2nc3ccccc3n2CCN2CCCCC2)c1	-1	12	12	-20	-2.5	106	-3	7	-1.1
O=C(c1ccccc1)c1nn(-c2ccccc2)c2nnc(Cc3ccccc3)c(=O)n12	-2	-2	-10	2	-1.3	88	0	1	-0.4
CCC(=O)N1CCc2cc(S(=O)(=O)NC(Cc3ccccc3)C(=O)NC3CCCC3)ccc21 (stereo unspecified)	-1	6	-22	-13	-2.2	119	-9	3	-1.1
CCc1nc(N2CCCC(C)C2)c2oc3ccccc3c2n1 (stereo unspecified)	-11	16	-8	-5	-1.7	108	2	6	0.1
Cc1ccc(CC(=O)Nc2nccs2)cc1C	0	25	6	-5	0.7	94	-7	-8	1.6
Cc1sc(NC(=O)/C=C/c2ccc3c(c2)OCO3)nc1-c1ccccc1	-6	34	3	-6	-0.3	104	1	1	1.3
Cc1cc(C)nc(SCC(=O)Nc2ncc3c(n2)CC(C)(C)CC3=O)n1	0	29	0	-2	0.4	98	3	-1	-0.3
Cc1c(Cl)cccc1NC(=O)COC(=O)C12CC3CC(CC(O)(C3)C1)C2	-3	·	·	-12	1.2	·	·	·	1.8
CC(C)(C)OC(=O)NCCCCCNC(=O)c1[nH]cnc1C(=O)Nc1cccc(Cl)c1	-8	·	·	-1	0.6	·	·	·	-0.3
COCCCOc1cc(NCc2ccccc2)c2ncn(C(C)C)c2c1	-1	·	·	-5	-1.5	·	·	·	-0.3
Nc1oc2ccccc2c(=O)c1C=O	-2	12	-11	5	1.0	92	-7	-4	1.8
Fc1ccccc1Cc1nnc2n1N=C(c1ccc(Cl)cc1)CS2	3	0	-1	-2	0.2	99	6	0	-0.2
Cc1ccc(Cl)c(OCC(=O)Nc2ccc3c(c2)OCCO3)c1	-9	28	-7	-3	-0.7	96	4	-4	0.7
O=C(Cc1cccs1)Nc1cccc(-c2nc3ccccc3[nH]2)c1	-10	0	2	-4	1.4	95	-1	-2	1.5
Cn1c(NC2CCCCC2)cc(=O)n(C)c1=O	-11	9	-16	-2	-0.8	98	6	1	0.6
COC(=O)c1[nH]c2cccc(OC)c2c1NC(=O)CCN1CCN(c2ccccc2OC)CC1	0	-16	5	-3	-0.7	98	0	-1	-0.7
CC(C)CN(C(=O)COC(=O)c1nc(Cl)ccc1Cl)C1CCS(=O)(=O)C1 (stereo unspecified)	10	-8	-12	-2	0.9	103	-13	2	-1.3
CCN(CC)S(=O)(=O)c1ccc(Cl)c(NC(=O)COC(=O)c2nc3nc(C)cc(C)n3n2)c1	-5	·	·	-4	8.5	·	·	·	0.2
CCn1c(SCC(=O)NCC2CCCO2)nc2c(c1=O)SC(C)C2 (stereo unspecified)	1	6	-7	-4	-0.2	107	-5	8	-0.2
CCOC(=O)CSc1nnc(-c2ccccc2OC)o1	-4	15	-8	-7	-0.5	104	-7	5	-0.5
Cc1ccc(Cn2ncc(Cl)c(Cl)c2=O)cc1	-5	30	-9	5	-2.0	103	-7	-2	-1.4
CC(C)(C)c1ccc(OCCOCCn2cnc3ccccc3c2=O)cc1	1	5	2	-14	-2.5	99	-3	-1	-0.3
Cc1c(C)n(Cc2ccccc2)c2ncnc(NN)c12	-12	26	-12	-19	1.9	104	34*	7	4.3
CC(=O)NCCC(=O)Nc1cc(S(=O)(=O)N2CCCCC2)ccc1Oc1ccccc1	0	16	-5	-14	0.7	93	-11	-2	1.3
CC(C)n1cc(/C=C2/SC(=O)N(CC(=O)Nc3ccc4c(c3)OCO4)C2=O)c2ccccc21	-9	11	-5	3	-1.0	98	2	0	0.3

Ordered by value in GalR3 antagonist (smallest number first): some entries from above.
molecule	GalR3 antagonist
Cn1c(NC2CCCCC2)cc(=O)n(C)c1=O	-11
O=C(Cc1cccs1)Nc1cccc(-c2nc3ccccc3[nH]2)c1	-10
CC(C)n1cc(/C=C2/SC(=O)N(CC(=O)Nc3ccc4c(c3)OCO4)C2=O)c2ccccc21	-9
COC(=O)c1[nH]c2cccc(OC)c2c1NC(=O)CCN1CCN(c2ccccc2OC)CC1	0

Additional records follow.
SMILES	GalR3 antagonist	NALP1 yeast inh	GPR7 antagonist	OXTR potentiator	OXTR ag	MEKK2wt PB1 HTS	M18AAP inhibitor	MEKK2mut PB1 HTS	V1R ag counter
CC(=O)Nc1ccc(S(=O)(=O)NCCc2c[nH]c3ccc(C)cc23)cc1	-3	9	-8	·	·	107	3	0	·
COc1ccc(C(=O)c2c(C)oc3ccc(O)cc23)c(OC)c1	-10	21	-13	-13	7.0	108	-2	12	3.5
c1ccc(CCN2CN=C(Nc3nc4ccccc4o3)NC2)cc1	-3	-4	-7	-6	-0.2	99	-1	3	-0.8
CC(C)c1ccc(NC(=O)CSc2n[nH]c(=O)n2-c2cccnc2)cc1	-1	3	-11	-8	-1.0	103	2	3	-0.3
COc1cccc(NC(=S)N(Cc2ccc(Cl)cc2)Cc2ccc(C(=O)O)cc2)c1	-3	10	-14	-10	0.7	103	5	5	1.1
O=C1c2ccccc2NC(c2cccnc2)N1c1ccccc1F (stereo unspecified)	-10	14	-6	1	-1.1	96	3	-3	-0.8
CC(OC(=O)/C=C/c1ccccc1Cl)C(=O)NC1CCCCC1C (stereo unspecified)	-1	·	·	-16	0.6	·	·	·	-1.1
CCC1(CC)Cc2ccccc2-c2nc(NN)[nH]c(=O)c21	-4	-21	-7	-1	0.2	101	4	0	-0.7
CCOc1ccccc1N(CC(=O)NC(C)(C)C)C(=O)c1ccc(CN2CCOCC2)o1	-6	-2	1	-3	-0.1	100	-11	1	-0.5
CCCc1c2c(cc3c(=O)cc(C(=O)OCC)oc13)CCCC2	-8	28	-30	-3	-2.2	104	-2	2	-0.8
C#CCOCCOCCOCCNc1nc(N2CCN(C(=O)[C@H]([C@@H](C)CC)n3cc(CCCCN)nn3)CC2)nc(N2CCN(C(=O)[C@H](CCCCN)n3cc(CCC(=O)O)nn3)CC2)n1	-6	·	·	0	-0.1	·	·	·	0.6
CCOc1ccccc1OC(=O)CN1C(=O)c2ccccc2C1=O	-2	12	0	-13	-0.5	103	-3	2	-0.7
O=C(CCNS(=O)(=O)c1ccc2[nH]c(=O)oc2c1)Nc1ccccc1	·	18	-11	-2	-0.2	99	-4	5	0.6
Cc1ccc(C(C)C)cc1S(=O)(=O)NCc1cccnc1	-8	28	-22	-8	0.9	102	-5	1	2.0
O=C(Nc1ccccc1-c1ccccc1)c1ccccc1Br	-13	8	-2	1	-2.1	99	-9	5	-1.8
CN(C)c1ccc(N=Cc2nc(-c3ccccc3)oc2OC(=O)c2cccc(Cl)c2)cc1	2	20	2	-2	-0.3	88	5	1	1.2
O=C(Nc1n[nH]c(C(F)(F)F)n1)C1CC1	-1	-5	6	-5	0.0	104	-13	-3	-0.6
Cc1ccc(-c2ccc(/C=N/c3ncn[nH]3)o2)cc1Cl	-4	8	-18	-6	-2.2	99	37*	2	3.8
C=CCc1cccc(/C=N/n2cnnc2)c1O	-6	18	-3	10	3.6	94	30*	-2	1.0
Cc1ccc(C2/C(=C(\O)c3ccc4c(c3)OCCO4)C(=O)C(=O)N2CCCN(C)C)o1 (stereo unspecified)	·	-5	-3	·	·	88	4	-9	·
CCc1cc2c(=O)n(Cc3ccco3)c(SCC(=O)N(C)C3CCS(=O)(=O)C3)nc2s1 (stereo unspecified)	-7	1	-8	-5	0.2	94	-28	-6	-0.9
O=C(Nc1ccc(Cl)cc1Cl)NC1CCCC1	-3	16	-24	-1	-1.9	99	1	-2	-0.2
O=C1C2C3C=CC(C3=C(c3ccccc3)c3ccccc3)C2C(=O)N1Cc1ccccc1 (stereo unspecified)	-4	-13	-3	-13	-0.3	104	-14	7	0.5
COc1ccc(CCNc2c([N+](=O)[O-])c(=O)oc3ccccc23)cc1OC	-3	-4	-6	1	1.9	103	-2	-2	1.7
C=CCNC(=S)N/N=C/c1ccc(OCc2ccccc2)cc1	-8	·	·	2	1.1	·	·	·	-0.2
CCc1sc(C(=O)NCc2ccccc2)cc1C	-1	-25	4	-1	-0.1	90	-1	-46	-1.4
O=C(OCc1cc(=O)n2ccsc2n1)c1ccccc1O	-4	·	·	-1	0.7	·	·	·	0.7
O=C(COC(=O)COc1ccc(Br)cc1)NCc1ccc2c(c1)OCO2	-3	·	·	-8	6.4	·	·	·	5.8
CS(=O)(=O)N(CC(=O)NC1CCCCCC1)Cc1ccc(Cl)cc1	-6	-2	-2	-6	-0.4	96	-9	1	0.5
CCC(CC)c1nnc(NC(=O)c2ccco2)s1	-7	14	-8	-5	0.3	99	5	2	0.3
COc1ccccc1N1CCN(/N=C/c2cccc(OC)c2OC)CC1	-2	4	-5	-10	1.7	102	-3	2	-0.3
CCC(C)[C@H](NC(=O)[C@H](Cc1ccccc1)n1c(=O)[nH]c2ccccc2c1=O)C(=O)N1CCC[C@@H]1C(=O)O (stereo partly specified)	-4	7	-8	-1	-0.5	107	-7	2	-0.8
CC1=CC(C)C2C(=O)N(O)C(=O)C2C1 (stereo unspecified)	-5	2	22	0	0.9	103	3	6	0.1
O=C1CCCC2=C1C(c1ccsc1)CC(=O)N2c1ccccc1 (stereo unspecified)	-4	29	-7	2	-0.1	97	-1	-2	-1.2
O=C(O)COCC(=O)N1CCN(C2c3ccccc3-c3ccccc32)CC1	-4	17	7	0	0.5	104	-12	4	0.3
Clc1ccc(CN2CCCCCC2)cc1Cl	-12	17	-10	-8	-1.4	111	2	10	0.1
